Compound activity: PubChem, Broad Institute
INS-1E GSIS act: GLuc luminescence reporter in INS-1E cells, primary screen for activators of glucose-dependent secretion of insulin; INS-1E GLuc reporter insulin secretion, 2-3 h; activation, % at 16.6 µM; hit rate 0.61% among 370,000; AID 743287;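 active = lowest replicate activation of at least 40%, so every replicate reaches that level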;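 note: 0% = median of neutral control wells and 100% = median of IBMX positive control wells; some compounds called inactive have numbers as strong as hits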
RAD54 branch: blocks human RAD54 Holliday junction branch migration | Q92698 | FAM/BHQ fluorescence | inhibition, % at 10.4 µM | hit rate 0.14% among 360,000 | AID 602329;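 active = mean normalized replicate activity at least 40 and at least half of replicates scoring 40 or more; inconclusive = only one of the two criteria met; inactive = mean below 40 and under half of replicates reaching 40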;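 note: 0% = median of neutral control wells and 100% = median of positive control wells; inhibitors cause a drop in the FAM fluorescence signal; in these data hits start at about 50%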
Target sequence (Q92698 whole entry, looked up): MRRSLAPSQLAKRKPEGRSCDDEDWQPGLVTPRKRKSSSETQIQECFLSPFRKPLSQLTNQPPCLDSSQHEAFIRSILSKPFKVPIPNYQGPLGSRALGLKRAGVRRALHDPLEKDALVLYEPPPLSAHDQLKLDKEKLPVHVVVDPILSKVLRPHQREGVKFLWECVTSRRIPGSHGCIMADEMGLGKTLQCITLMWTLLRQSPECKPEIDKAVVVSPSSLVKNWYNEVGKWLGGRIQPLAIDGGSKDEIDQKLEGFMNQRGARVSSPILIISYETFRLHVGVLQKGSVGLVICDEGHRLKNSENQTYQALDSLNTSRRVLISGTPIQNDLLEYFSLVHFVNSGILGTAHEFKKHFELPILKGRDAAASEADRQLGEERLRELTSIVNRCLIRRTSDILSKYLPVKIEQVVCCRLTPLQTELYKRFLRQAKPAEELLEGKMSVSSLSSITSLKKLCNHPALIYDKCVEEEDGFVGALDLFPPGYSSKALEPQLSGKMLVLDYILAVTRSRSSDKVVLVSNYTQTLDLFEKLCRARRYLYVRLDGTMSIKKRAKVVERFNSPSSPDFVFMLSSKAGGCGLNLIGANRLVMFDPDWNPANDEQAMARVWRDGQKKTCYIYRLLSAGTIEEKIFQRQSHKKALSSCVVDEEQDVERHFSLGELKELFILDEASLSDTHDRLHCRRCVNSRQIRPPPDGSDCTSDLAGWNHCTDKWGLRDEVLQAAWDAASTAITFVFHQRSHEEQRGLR
CASP6 VEID inh: blocks human caspase-6 cleavage activity; P55212; purified caspase-6, Z-VEID-R110 cleavage fluorescence; inhibition, % at 12.5 µM; hit rate 0.53% among 350,000;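 active = mean inhibition across replicates at least about 35%, with every replicate also reaching that limit, limit read from the data; inconclusive = only one of the two criteria met; inactive = neither criterion met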;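 note: 0% = median of neutral control wells and 100% = no fluorescence left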
Target sequence (P55212 24-179 limits assumed): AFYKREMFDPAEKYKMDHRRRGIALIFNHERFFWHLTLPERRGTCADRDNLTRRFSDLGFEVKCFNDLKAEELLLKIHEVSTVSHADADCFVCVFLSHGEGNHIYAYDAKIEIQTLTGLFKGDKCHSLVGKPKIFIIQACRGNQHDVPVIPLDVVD
Target sequence (P55212 194-293 limits assumed): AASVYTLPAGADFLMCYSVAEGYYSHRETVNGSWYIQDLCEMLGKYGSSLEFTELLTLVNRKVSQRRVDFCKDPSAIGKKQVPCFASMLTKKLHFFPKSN
F508del corr: CFTR F508del correction in bronchial cells. activity (quench increase), % at 7.58 µM. hit rate 0.36% among 350,000. CFBE cells, YFP halide quenching; stimulated with forskolin plus potentiator P3; % fluorescence drop versus neutral controls;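 active = mean added fluorescence quench of at least 8% versus neutral control, with both replicates also reaching 8%; inconclusive = only one of the mean or replicate conditions met; inactive = mean below 8% and not both replicates reaching 8%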;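 note: cells transiently co-express mutant CFTR-F508del with the halide-sensitive YFP; corrector assay measuring rescue of mutant channel to the surface after 24 h compound exposure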
E-sel inducer: E-selectin induction on HUVECs. HUVEC E-selectin immunofluorescence imaging; normalized: neutral wells 0, TNF-alpha wells 100. activation, % at 7.58 µM. hit rate 0.37% among 260,000. AID 686992;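 active = mean E-selectin-positive cell signal at least 10% of the positive control, reached in at least 60% of replicates, without over 20% cell loss; inconclusive = no rule given, readout overlaps actives, possibly toxicity-flagged; inactive = the rest, including those meeting only one limit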;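 note: in these data hits start at about 27%; measured in HUVEC primary endothelial cells; signal is the percent of cells scored E-selectin positive by PE staining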
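Read-out: % PE-positive cells | Test system: HUVEC | Doses: One compound dose added by pin transfer | Buffer or medium: EGM-2 over gelatin coat | Signal: Immunofluorescence imaging | Benchmarks: TNF-alpha, DMSO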
RAD52 anneal inh: RAD52 (human) annealing inhibition; recombinant RAD52 DNA annealing, FRET fluorescence; inhibition, % at 18.7 µM; hit rate 0.46% among 360,000; AID 651710;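 active = every replicate showing at least 50% inhibition; inconclusive = mean inhibition at least 50% but not in every replicate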
XiGFP reactiv: activators of X-chromosome reactivation in mouse fibroblasts | XiGFP mouse fibroblasts, % GFP-positive cells imaging, 3 d; cells co-treated with 5-aza-dC sensitizer; scaled so ellipticine positive control = 100% | AID 743238 | activation, % at 7.58 µM | hit rate 0.055% among 360,000;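 active = mean normalized replicate activation at least 10% and every replicate at or above 10%; inconclusive = only one of the two criteria met; inactive = mean below 10% and not all replicates reach 10%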;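 note: 0% = median of on-plate neutral control wells and 100% = ellipticine 6 µM median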
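Schedule: 3 d treatment, 15 min room-temperature fixation; system: 68-5-11 XiGFP fibroblast line; buffer or medium: DMEM plus 5-aza-dC sensitizer; control set: ellipticine 6 µM positive control; compound: one concentration, pinned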
DENV2 CPE: DENV2-induced cell death inhibition. DENV2-infected cells, cytopathic effect rescue, plate reader. CPE inhibition, % at 9.99 µM. hit rate 1.7% among 350,000. AID 651640; in the data active = CPE inhibition above about 20%, passing the limit was not always enough; inconclusive = no clear call, values can overlap the other calls; tested in BHK-21 cells;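 note: 0% = median of neutral control wells and 100% = median of positive control wells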
Numbers without * were called inactive; ? = inconclusive; nt = not tested or not shown. Compounds as they come; overall some 3.7% were active at least once.

smiles	INS-1E GSIS act	RAD54 branch	CASP6 VEID inh	F508del corr	E-sel inducer	RAD52 anneal inh	XiGFP reactiv	DENV2 CPE
C/C=C/c1ccc2c(c1)O[C@@H](CN(C)Cc1ccncc1)[C@@H](C)CN([C@H](C)CO)S2(=O)=O	-6	-4	1	1.6	0.0	6	-0.6	0
O=C(COC(=O)c1ccc(F)c(S(=O)(=O)N2CCOCC2)c1)NCc1ccco1	-13	-18	1	1.8	-0.1	-19	0.2	7
CCOc1ccc(NC(=O)CN(C)C(=O)c2c(-c3ccccc3)noc2C)cc1OCC	2	1	2	1.0	21	3	0.2	0
COc1ccc(C(=O)Oc2cccc3cccnc23)cc1[N+](=O)[O-]	-2	nt	11	4.8	nt	-6	0.0	3
CCCc1cc(=O)[nH]c(SCC(=O)c2ccc3c(c2)NC(=O)CO3)n1	15	-1	1	-1.2	0.7	-13	nt	4
CC1(C)CC2CC(C)(CN2C(=S)Nc2ccccc2)C1 (stereo not drawn)	-1	nt	0	0.3	nt	-12	0.0	-8
CCC(=O)Nc1ccc2c(c1)C(=O)N(C)C[C@H](OC)[C@@H](C)CN(C(=O)c1ccncc1)[C@H](C)CO2	5	26	-2	2.8	-0.1	-2	0.0	-8
O=C([C@H]1[C@H](CO)[C@H]2Cn3c(cccc3=O)[C@@H]1N2CC1CCCC1)N1CCOCC1	11	nt	0	-1.4	0.1	-2	0.0	23*

smiles	INS-1E GSIS act	RAD54 branch	CASP6 VEID inh	F508del corr	E-sel inducer	RAD52 anneal inh	XiGFP reactiv	DENV2 CPE
C[C@H](CO)N1C[C@H](C)[C@@H](CN(C)Cc2ccc(-c3ccccc3)cc2)Oc2c(NC(=O)C3CCOCC3)cccc2C1=O	-30	-33	-1	-1.8	5.5	36	0.0	8
CNC[C@H]1OCCCC[C@H](C)Oc2ccc(NC(=O)Nc3ccc(C(F)(F)F)cc3)cc2C(=O)N([C@H](C)CO)C[C@@H]1C	3	nt	nt	-3.2	0.4	nt	0.1	nt
CCC(=O)N1CC2(CCN(C(=O)c3cccnc3)CC2)c2c([nH]c3cc(OC)ccc23)[C@H]1CO	-5	nt	-1	1.7	0.3	8	0.2	4
C[C@H]1CN([C@@H](C)CO)S(=O)(=O)c2ccc(C#Cc3cccnc3)cc2O[C@H]1CN(C)C(=O)CN(C)C	1	8	2	-2.9	0.1	-3	0.3	8
Cc1ccc(S(=O)(=O)N[C@@H]2C=C[C@@H](CC(=O)N3CCC(Cc4ccccc4)CC3)O[C@@H]2CO)cc1	-18	1	-7	2.6	-0.7	2	-0.2	7
CCOc1ccc(CNC(=O)CCCN2C(=O)C(c3ccccc3)Oc3cccnc32)cc1 (stereo not drawn)	4	0	1	3.1	nt	-14	0.1	4
O=C(C1CC1)N1CCCCN2[C@H](CO)[C@@H](c3ccc(C#CC4CCCC4)cc3)[C@@H]2C1	-16	-11	-1	-0.3	-0.5	-10	0.1	-10
CN(C)C(=O)C[C@H]1C=C[C@H](NC(=O)Nc2cccc(F)c2)[C@@H](CO)O1	0	-7	-4	-2.7	16	-14	0.0	10

smiles	INS-1E GSIS act	RAD54 branch	CASP6 VEID inh	F508del corr	E-sel inducer	RAD52 anneal inh	XiGFP reactiv	DENV2 CPE
CSc1ccc(C2CC(=O)Nc3c2c(=O)n(C)c(=O)n3C)cc1 (stereo not drawn)	5	nt	5	1.6	nt	-18	0.0	-1
O=C(CSc1n[nH]c(=O)n1C1CC1)Nc1ccccc1	-5	-4	0	-1.1	nt	-3	-0.1	-7
COc1ccc(CC(=O)NNS(=O)(=O)c2ccccc2[N+](=O)[O-])cc1	15	-2	-1	-3.8	0.2	-10	0.2	2
O=C1N/C(=N\S(=O)(=O)Cc2ccccc2)S/C1=C/c1cc([N+](=O)[O-])ccc1O	-13	nt	19	-0.7	nt	-308	-0.1	2
Nc1[nH]c(=O)ncc1-c1ccc([N+](=O)[O-])cc1	11	nt	0	-0.8	-0.1	-2	0.1	-5
CCc1cc(C(=O)O)c(NC(=O)c2cc(OC)c(OC)c(OC)c2)s1	-3	nt	2	-2.4	nt	-14	0.0	nt
COc1cc(C2c3c([nH]c(=O)[nH]c3=O)Nc3ccc4ccccc4c32)ccc1O (stereo not drawn)	38	10	4	2.4	-1.0	-6	0.0	-3
C[C@H]1CN([C@@H](C)CO)C(=O)Cc2cc(NC(=O)Cc3ccccc3)ccc2O[C@H]1CN(C)S(=O)(=O)c1ccc(F)cc1	-6	2	-2	3.2	0.0	-57	0.0	-3

smiles	INS-1E GSIS act	RAD54 branch	CASP6 VEID inh	F508del corr	E-sel inducer	RAD52 anneal inh	XiGFP reactiv	DENV2 CPE
c1ccc2c(c1)CCc1snnc1-2	-4	1	0	0.9	0.2	-10	0.0	2
CC(C)c1ccc(NC2=CC(=O)CC(C)(C)C2)cc1	-6	8	-3	-2.4	0.2	-24	0.0	-6
CCOc1ncccc1C(=O)OCC(=O)NC1CCCCCC1	36	9	1	0.5	0.3	1	0.0	-3
C[C@@H]1CN([C@@H](C)CO)C(=O)c2cc(NC(=O)Nc3ccc4c(c3)OCO4)ccc2O[C@@H](C)CCCCO[C@H]1CN(C)Cc1ccc(C(=O)O)cc1	6	3	1	-1.3	-0.4	5	-1.0	1
C[C@H]1CN([C@@H](C)CO)C(=O)c2cc(-c3ccc(F)cc3)cnc2O[C@@H]1CN(C)CC1CCCC1	3	-7	0	0.1	0.0	20	0.0	4
Cc1ccc(NC(=O)C2CCN(S(C)(=O)=O)CC2)c(C)c1	13	-5	0	1.2	nt	-3	0.0	-1
CO[C@@H]1CN(C)C(=O)c2ccc(NC(=O)c3cccc(F)c3)cc2OC[C@@H](C)N(C(C)=O)C[C@@H]1C	6	4	3	0.9	0.0	-7	0.0	-7
CCCc1c(C(=O)N/N=C/c2cccc(OCc3ccc(F)cc3)c2)nnn1-c1nonc1N	7	-11	0	0.0	nt	-11	0.1	-4

Ordered by SMILES length (low to high): some entries from above.
smiles	INS-1E GSIS act	RAD54 branch	CASP6 VEID inh	F508del corr	E-sel inducer	RAD52 anneal inh	XiGFP reactiv	DENV2 CPE
c1ccc2c(c1)CCc1snnc1-2	-4	1	0	0.9	0.2	-10	0.0	2
CCOc1ncccc1C(=O)OCC(=O)NC1CCCCCC1	36	9	1	0.5	0.3	1	0.0	-3
CC(C)c1ccc(NC2=CC(=O)CC(C)(C)C2)cc1	-6	8	-3	-2.4	0.2	-24	0.0	-6
Cc1ccc(NC(=O)C2CCN(S(C)(=O)=O)CC2)c(C)c1	13	-5	0	1.2	nt	-3	0.0	-1
COc1cc(C2c3c([nH]c(=O)[nH]c3=O)Nc3ccc4ccccc4c32)ccc1O (stereo not drawn)	38	10	4	2.4	-1.0	-6	0.0	-3
CCCc1c(C(=O)N/N=C/c2cccc(OCc3ccc(F)cc3)c2)nnn1-c1nonc1N	7	-11	0	0.0	nt	-11	0.1	-4
C[C@H]1CN([C@@H](C)CO)C(=O)c2cc(-c3ccc(F)cc3)cnc2O[C@@H]1CN(C)CC1CCCC1	3	-7	0	0.1	0.0	20	0.0	4
CO[C@@H]1CN(C)C(=O)c2ccc(NC(=O)c3cccc(F)c3)cc2OC[C@@H](C)N(C(C)=O)C[C@@H]1C	6	4	3	0.9	0.0	-7	0.0	-7
C[C@H]1CN([C@@H](C)CO)C(=O)Cc2cc(NC(=O)Cc3ccccc3)ccc2O[C@H]1CN(C)S(=O)(=O)c1ccc(F)cc1	-6	2	-2	3.2	0.0	-57	0.0	-3
C[C@@H]1CN([C@@H](C)CO)C(=O)c2cc(NC(=O)Nc3ccc4c(c3)OCO4)ccc2O[C@@H](C)CCCCO[C@H]1CN(C)Cc1ccc(C(=O)O)cc1	6	3	1	-1.3	-0.4	5	-1.0	1

Next part
smiles	INS-1E GSIS act	RAD54 branch	CASP6 VEID inh	F508del corr	E-sel inducer	RAD52 anneal inh	XiGFP reactiv	DENV2 CPE
COc1ccc(NC(=S)Nc2ccc(F)cc2)cc1	2	-2	-4	-1.5	nt	-10	0.0	-1
CCOc1ccc(-c2[nH]ncc2-c2csc(C)n2)c(O)c1	-2	nt	0	-2.7	nt	-7	-0.1	-1
Cc1cccc(S(=O)(=O)N2CCCCN3[C@H](CO)[C@@H](c4ccc(C#C[C@H](C)O)cc4)[C@H]3C2)c1	5	1	1	2.7	-0.7	-10	0.2	-11
Cc1[nH]n(-c2ccccc2)c(=O)c1N=Nc1ccc(C(N)=O)cc1	-10	-8	0	-0.3	nt	-12	0.0	10
Cc1ccc(S(=O)(=O)N2CCN(C(=O)CN3CCCCC3)C2C(C)C)cc1 (stereo not drawn)	-7	nt	-3	1.5	nt	-17	nt	3
CCC1=C(OC(=O)N(CC)CC)N2C(=O)OC(=NCC3CC3)[C@]2(C)[C@H]2C1=CC[C@H]1C(=O)NC(=O)[C@H]12	-13	5	0	4.0	-0.1	-7	-0.3	46*
CCN(CC)S(=O)(=O)c1ccc(N2CCOCC2)c(NC(=O)C2CSC3(C)CCC(=O)N23)c1 (stereo not drawn)	-1	-3	1	2.0	-0.1	-29	-0.1	1
CC(=O)N1CCC(N(CCCOC(C)C)C(=O)Nc2ccc(Cl)cc2)CC1	nt	0	1	3.5	0.6	-2	0.3	?

smiles	INS-1E GSIS act	RAD54 branch	CASP6 VEID inh	F508del corr	E-sel inducer	RAD52 anneal inh	XiGFP reactiv	DENV2 CPE
Cc1nn(-c2ccccc2)c(Cl)c1/C=N/NC(=O)c1nn(C)cc1[N+](=O)[O-]	-3	9	-2	-0.9	nt	-13	0.0	0
C[C@H]1CN([C@@H](C)CO)C(=O)c2cc(NS(=O)(=O)c3ccccc3)ccc2O[C@@H]1CN(C)S(=O)(=O)c1cn(C)cn1	10	13	0	-4.5	0.2	-7	-1.2	8
Cc1nc2c(-c3ccc(F)cc3)c(C)nn2c(C)c1CCC(=O)N1CCC(Cc2ccccc2)CC1	0	-12	0	-2.4	1.3	-9	0.1	-7
CC(C)NC(=O)Nc1ccc2c(c1)C(=O)N([C@@H](C)CO)C[C@@H](C)[C@H](CN(C)C(=O)NC1CCCCC1)O2	2	-6	1	2.5	0.4	7	0.2	1
